Screening results (PubChem BioAssay)
PI4K2A inh: inhibitors of human PI4K2A; purified PI4K2A, ADP-Glo luminescence, 1 h; hits give low values; activity change, negative = inhibition, % at 76.9 µM; 420,000 compounds, 0.13% hits; Q9BTU6; in the data active = activity change below about -50%; inconclusive = mostly about -30% to -49%;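 note: -100% = wells without enzyme as full effect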
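Compounds are screened against recombinant PI4K2A using PI as substrate and ATP, the latter dispensed at 300 microM. Reactions run one hour at ambient temperature before ADP-Glo detection; full inhibition defined by wells lacking enzyme.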
Vif-A3G inh: inhibitors of Vif-APOBEC3G interaction; 410,000 compounds, 0.076% hits; Q9HC16; HeLa A3G-eYFP + Vif (tagged APOBEC3G with the HIV-1 protein that degrades it), YFP fluorescence, overnight; AID 602310; Potency, µM (doses to about 46.1 µM), without a hit: at the top dose activity, negative = active, hits mostly inhibitors;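 note: potency is the fitted concentration of half-maximal effect; % is set by controls: 0 for no effect and ±100 for the full control effect; nearly all actives have a fitted effect of over 60% in size; hits raise eYFP signal because A3G escapes Vif-driven loss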
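HeLa cells stably expressing Vif and C-terminally eYFP-tagged A3G, seeded overnight at 37 deg C, then exposed to compound by pintool overnight at 37 deg C. Rise in yellow fluorescence (Ex 488/Em 500-530, Acumen) marks blocked Vif-driven A3G degradation.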
USP1-UAF1 inh: blocks the human USP1/UAF1 deubiquitinase complex. O94782. recombinant USP1/UAF1, Ub-Rhodamine cleavage fluorescence. Potency, µM (top dose mostly 57.1 µM), for the others: at the highest dose activity change, negative = inhibition, hits mostly inhibitors. 390,000 compounds, 0.23% hits. AID 743255; note: potency is the fitted concentration of half-maximal effect; % is set by controls: 0 for no effect and ±100 for the full control effect; nearly all actives have a fitted effect of over 60% in size; inactives centre near -12
Target sequence (O94782 whole entry, looked up): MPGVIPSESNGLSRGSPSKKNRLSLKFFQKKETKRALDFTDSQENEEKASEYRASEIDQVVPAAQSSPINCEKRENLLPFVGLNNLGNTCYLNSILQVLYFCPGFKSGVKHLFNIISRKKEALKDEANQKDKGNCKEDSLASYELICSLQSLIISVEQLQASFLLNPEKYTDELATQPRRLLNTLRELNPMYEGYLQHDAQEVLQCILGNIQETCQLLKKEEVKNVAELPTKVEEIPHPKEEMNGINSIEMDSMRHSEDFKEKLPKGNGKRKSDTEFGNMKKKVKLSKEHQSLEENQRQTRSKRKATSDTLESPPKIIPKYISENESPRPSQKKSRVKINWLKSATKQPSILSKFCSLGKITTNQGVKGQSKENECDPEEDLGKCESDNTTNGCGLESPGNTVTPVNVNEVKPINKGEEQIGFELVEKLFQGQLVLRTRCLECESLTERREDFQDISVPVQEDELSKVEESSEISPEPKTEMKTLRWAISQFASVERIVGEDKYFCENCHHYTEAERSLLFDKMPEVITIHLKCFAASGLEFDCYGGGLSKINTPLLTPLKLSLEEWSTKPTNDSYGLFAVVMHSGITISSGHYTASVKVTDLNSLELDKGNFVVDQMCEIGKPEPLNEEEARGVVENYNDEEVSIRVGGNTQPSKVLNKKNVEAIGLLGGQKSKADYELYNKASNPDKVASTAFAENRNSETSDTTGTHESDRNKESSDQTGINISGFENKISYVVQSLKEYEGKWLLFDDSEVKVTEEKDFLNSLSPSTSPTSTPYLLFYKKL
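In this screen, compounds sit with the deubiquitinase complex (1nM) for 15 min at room temperature before Ub-Rho is added at 150nM final. Fluorescence rise is then followed for 6 reads every 60 seconds.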
mIDH1 inhibitor: human IDH1 R132H inhibition | O75874 | IDH1-R132H enzyme, NADPH consumption, diaphorase/resazurin fluorescence | Potency, µM (titrated, usually from 76.6 µM), for inactives: at the top dose activity change, negative = inhibition, hits mostly inhibitors | 390,000 compounds, 0.093% hits; note: potency is the fitted concentration of half-maximal effect; % is set by controls: 0 for no effect and ±100 for the full control effect; nearly all actives have a fitted effect of over 65% in size
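IDH1-R132H (0.5 ug/mL dispensed) in pH 7.5 Tris buffer was preincubated 30 min with compound, then given a substrate mix of 0.016 mM NADPH and 2 mM alpha-KG for 80 min at room temperature; remaining NADPH was read by diaphorase/resazurin fluorescence.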
LDHA inh: LDHA (human) enzyme inhibition. 480,000 compounds, 0.15% hits. activity change, % (values are at about 110 or 230 µM). purified LDHA, NADH/diaphorase-resazurin fluorescence; hits give low values; in the data active = activity change below about -30%; inconclusive = mostly about -25% to -30%;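 note: plate controls were DMSO wells for no effect and wells without enzyme for full effect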
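LDH5 2 nM; NADH 0.06 mM, pyruvate 0.2 mM; 200 mM Tris pH 7.4, EDTA, Tween-20; 5 min RT. Detection: diaphorase 0.133 mg/mL + resazurin 37 µM, fluorescence ex540/em590 at 0 and 20 min; normalized to enzyme-free and DMSO wells.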
TrxR1 substrate: substrates of rat thioredoxin reductase 1; AID 588456; Potency, µM (doses to about 114 µM), inactives show top-dose activity change, negative = substrate turnover; purified TrxR1 substrate turnover, NADPH consumption readout; 390,000 compounds, 0.01% hits; note: potency is the fitted concentration of half-maximal effect; % is set by controls: 0 for no effect and ±100 for the full control effect; nearly all actives have a fitted effect of over 50% in size
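Rat TrxR1, dispensed at 90 nM, was prereduced with 400 uM NADPH (final) for 5 min at ~22 deg C, then incubated with compound 15 min before 400 uM selenite. A first-read NADPH fluorescence drop versus no-compound background flagged substrates.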
Glioma ERSR ind: ER stress response induction in glioma; 420,000 compounds, 0.02% hits; AID 602332; Potency, µM, for the others: top-dose activation, most hits filed as activators; U87-MG GRP78 promoter luciferase reporter, 16 h; note: potency is the fitted concentration of half-maximal effect; series mostly up to about 76 µM; % of control where 0% means no effect; nearly all actives have a fitted effect of over 35% in size
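Stably transfected U87-MG glioma cells carrying a GRP78-based luciferase sensor; 16 h compound incubation. Luminescence end-point read 10 min after Bright-Glo addition at room temperature.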
RXFP1 ag: agonists of human relaxin receptor RXFP1; Q9HBX9; HEK293T-RXFP1 cAMP TR-FRET, 30 min; response scale: percent of porcine relaxin response, buffer zero; Potency, µM (titrated, usually from 57.5 µM), without a hit: top-dose activation, actives largely listed as activators; 370,000 compounds, 0.3% hits; note: potency is the fitted concentration of half-maximal effect; % is set by controls: 0 for no effect and ±100 for the full control effect; nearly all actives have a fitted effect of over 60% in size; many of its hits are not listed in these tables
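Agonist response is measured as cAMP accumulation in an RXFP1-transfected HEK293T line under PDE4 inhibition. Values are scaled between buffer-only and 29 nM porcine relaxin, and EC50s come from standard Hill equation fits.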
Vif-APOBEC3F blk: blocks the Vif interaction with APOBEC3F | Potency, µM (highest dose often 46.1 µM), for inactives: at the highest dose activity, negative = active | 390,000 compounds, 0.2% hits | HeLa A3F-eYFP + Vif (tagged APOBEC3F with the HIV-1 protein that degrades it), YFP fluorescence increase; note: potency is the fitted concentration of half-maximal effect; % of control where 0% means no effect; nearly all actives have a fitted effect of over 65% in size
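HeLa cells stably expressing A3F-eYFP plus Vif, plated and incubated overnight at 37 deg C, then exposed to compounds overnight at 37 deg C. Blocked degradation read as raised yellow fluorescence (Ex 488/Em 500-530).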
* = called active by the depositor; ? = inconclusive; nt = no result given; & = joins results of further samples; [ ] = another dose, or the depositor's remark. Unless noted, calls come from the whole dose curve; as a rule, active = well fitted curve in the direction sought with a large enough effect; inconclusive = small, poorly fitted or top-dose-only effect, or another doubt; inactive = no such curve, though single readings can be large; an effect the other way counts as inactive or inconclusive. An excerpt; count on the stated rates, not on these rows.

SMILES	PI4K2A inh	Vif-A3G inh	USP1-UAF1 inh	mIDH1 inhibitor	LDHA inh	TrxR1 substrate	Glioma ERSR ind	RXFP1 ag	Vif-APOBEC3F blk
CC(C)C(=O)N1CC(=O)Nc2ccc(F)cc2C1c1ccc(F)cc1 (configuration not stated)	3	0%	-4%	2%	-4	13%[57.1 µM]	-8%	2.3%	18%
CCOC(=O)N1CCN(C(=O)/C(=C\c2cccs2)NC(=O)c2cccs2)CC1	-6	-2%	-18%	-1%	-9	-4%	-4%	-2.0%	-6%
CC(=O)c1ccc(N2C(=NC(=O)COc3ccccc3)SC3CS(=O)(=O)CC32)cc1 (configuration not stated)	0	-12%	-12%	5%	1	7%	-2%	3.2%	-3%
CCCCOC(=O)c1ccc(NC(=O)c2ccc3c(c2)CCCN3S(C)(=O)=O)cc1	2	5%	-15%	0%	-12	17%	-3%	-3.8%	-1%
COC(=O)c1ccc(CSc2nc(C(F)F)cc(C)c2C#N)o1	0	-1%	-9%	6%	-7	4%[57.1 µM]	-2%	nt	9%
O=C(Cn1c(C(F)(F)F)nc2ccccc21)c1ccc(Cl)cc1	3	0%	-3%	1%	0	8%	-3%	-0.2%	0%
CCOC(=O)c1c(C)[nH]c(C)c1C(=O)CSc1nc2ccccc2c(=O)n1-c1ccc(F)cc1	0	2%	-15%	-4%	-7	-4%[57.1 µM]	-5%	-0.5%	12%
Nc1cc(C(F)(F)F)ccc1N1CCOCC1	-3	3%	-2%	-9%	2	11%[57.1 µM]	-5%	0.7%	-5%
Cc1ccccc1Cn1c(CN2CCCC(C)C2)nc2c1c(=O)n(C)c(=O)n2C (configuration not stated)	2	-1%	-10%	-6%	-2	5%	0%	1.9%	0%
Cc1cc(OCC(=O)NCc2cccnc2)c2c(C)c(C)c(=O)oc2c1	1	0%	-19%	9%	-3	54%[activator]	-1%	19%	-13%
CCCCCC[N+](C)(C)CCSSCC[N+](C)(C)CCCCCC	-13	0%	-12%	0%	0	-20%	-4%	-5.4%	3%
CC(C)(C)c1ccc(CN(Cc2ccco2)Cc2nnnn2C2CCCC2)cc1	5	-3%	?	4%	5	4%	-2%	1.7%	3%
CC(C)=CCc1c(O)ccc(C2COc3c(CC=C(C)C)c(O)cc(O)c3C2=O)c1O (configuration not stated)	0	-9%	-11%	-6%	5	10%[57.1 µM]	1%	nt	-10%
O=C(Oc1cccc2c(O)cccc12)c1ccccc1Cl	-2	-7%	-14%	0%	3	-9%	-5%	nt	12%
CCC(=O)c1ccc(OCC(O)CN(CCc2ccccc2)Cc2ccccc2)cc1 (configuration not stated)	2	-1%	19%	6%	1	1%	-4%	0.9%	-3%
c1coc(-c2ccnc3nc(-n4cccc4)nn23)c1	4	1%	-9%	3%	-2	6%	-1%	2.1%	-9%
Cc1ncsc1CCOC(=O)c1ccc([N+](=O)[O-])cc1	-1	-1%	-17%	4%	-4	-8%	1%	-1.0%	-10%
CCOC(=O)N1CCC2(CC1)OC(=O)C(C)=C2C(=O)NCc1cccc(F)c1	2	-4%	12%	5%	-5	2%	-3%	0.7%	2%
Cc1ccc(S(=O)(=O)c2nnn3c2nc(NC2CCCCCC2)c2sccc23)cc1C	-3	-1%	11%	10%	-2	16%	0%	-0.6%	4%
CC(NC(=O)Nc1ccc(F)cc1)c1ccc2c(c1)OCO2 (configuration not stated)	-2	-8%	-24%	-1%	-14	-6%	-4%	-0.1%	5%
CCc1cccc(CC)c1N(COC)C(=O)Cn1c(C)nc2ccccc21	?	13%	38%[activator]	6%	-5	-6%	-12%	-1.1%	0%
N#Cc1c(NC(=S)NC(=O)c2ccccc2)sc2c1CCCC2	-1	-2%	-20%	0%	-3	-1%	1%	-1.1%	2%
CC1(C(=O)NS(=O)(=O)c2ccc(Cl)s2)CCN1C(=O)Cc1ccccc1Cl (configuration not stated)	-1	-2%	nt	nt	-1	nt	-2%	nt	nt
CC(C)C(C)(C#N)NC(=O)CSc1nnc(-c2ccncc2)n1Cc1ccccc1 (configuration not stated)	-20	1%	-15%	5%	2	18%	-2%	1.9%	nt
CCCOc1ccc(C(=O)Nc2c(C(=O)c3ccc(C)cc3)oc3ccccc23)cc1	3	3%	-28%	19%	-5	13%	-1%	?	0%
Continuation:
SMILES	PI4K2A inh	Vif-A3G inh	USP1-UAF1 inh	mIDH1 inhibitor	LDHA inh	TrxR1 substrate	Glioma ERSR ind	RXFP1 ag	Vif-APOBEC3F blk
CC(=O)Nc1nc(C(F)(F)F)cs1	2	-2%	2%	5%	-3	-2%	-2%	2.2%	6%
COc1ccc(C(=O)CC(=O)C(=O)Nc2ccc(C)c(Cl)c2)cc1	2	0%	-21%	-14%	1	-1%	3%	-1.3%	0%
Cc1c(C(=O)OCC(=O)NCCN2C(=O)CSC2=O)oc2c1ccc1ccccc12	4	1%	6%	8%	-4	32%[activator]	1%	2.0%	-5%
NC(=O)c1ccsc1NC(=O)CSc1n[nH]c(N)n1	-4	-1%	-15%	4%	-3	2%	-4%	nt	1%
CCCS(=O)(=O)NC(=O)C1(C)CCCN(C(=O)c2cc(OC)c(OC)c(OC)c2)C1 (configuration not stated)	4	-3%	nt	nt	-5	nt	-2%	nt	nt
C=C(C)COc1ccc(-c2nc(N)nc(C)c2-c2ccc(OC)cc2)c(O)c1	1	-9%	-19%	2%	5	-3%	4%	19%	0%
COc1ccc(OC)c(NC(=O)c2cc(-c3ccc(C)cc3O)n[nH]2)c1	2	-6%	-13%	3%	-9	-6%	-1%	-1.3%	-1%
CC(C)CNC(=O)c1ccc(C2SCC(=O)N2Cc2ccccc2)cc1 (configuration not stated)	-2	-2%	-10%	4%	-3	9%[57.1 µM]	-5%	-0.3%	-3%
COC(=O)NC1CSCC1OC(=O)CCN1C(=O)c2ccccc2C1=O (configuration not stated)	1	2%	-17%	0%	-4	-5%	-5%	-0.7%	2%
O=C(Cc1cccs1)N1CCCC(c2nc3c(nnn3Cc3cccc(Cl)c3)c(=O)[nH]2)C1 (configuration not stated)	1	-6%	-9%	-4%	3	-12%	-5%	-1.0%	-7%
COc1ccc(Cc2nnc(SCc3nc4ccccc4c(=O)[nH]3)n2C)cc1	-2	1%	5%	-1%	-3	-4%	-6%	1.3%	-8%
CC(C)CN(C(=O)c1cccc(S(=O)(=O)N2CCCCC2)c1)C1CCS(=O)(=O)C1 (configuration not stated)	3&0	-6%&3%	-7%&-18%	-2%&-6%	-2&-10	-2%	-3%&-2%	-1.4%&1.0%	0%&-2%
O=C(C1CCCO1)N1N=C(c2ccc(Br)cc2)CC1c1ccco1 (configuration not stated)	0	-4%	-3%	4%	-4	4%	-1%	4.5%	-7%
CCOC(=O)c1cc2c(=O)n3ccccc3nc2n(C)c1=NC(=O)c1c(-c2c(F)cccc2Cl)noc1C	3&0	-4%&-2%	-10%&2%	2%&0%	3&-6	128%&52%[activator]	-5%&-2%	0.4%	-20%&3%
CCC(C)c1ccccc1NC(=O)COC(=O)c1ccc(C)c(NC(=O)c2ccco2)c1 (configuration not stated)	-4	0%	-22%	8%	-3	8%	-1%	-0.3%	9%
CC(C)c1ccc(OCCCCN2CCCCC2)cc1	-1	0%	-2%	7%	-17	-3%[57.1 µM]	-5%	2.1%	0%
Nc1ccccc1S(=O)(=O)C(F)F	1	4%	-11%	17%	-2	-1%	-2%	-1.7%	0%
CC1(c2ccccc2Cl)NC(=O)N(CC(=O)Nc2ccc3c(c2)OCO3)C1=O (configuration not stated)	5	-2%	-20%	3%	-2	9%[57.1 µM]	-2%	4.2%	1%
CCOC(=O)c1c(C)[nH]c(C)c1C(=O)COC(=O)[C@@H](NC(=O)c1ccccc1OCC)C(C)C	-9	2%	-17%	1%	6	0%[57.1 µM]	-5%	-1.2%	0%
COc1ccc(CCNC(=O)C2CCN(C(=O)c3ccccc3)CC2)cc1	-5	-1%	-19%	5%	-1	8%	-3%	0.5%	4%
CCCNC(=O)C1CCN(S(=O)(=O)c2ccc3nc4c(c(C(=O)O)c3c2)CCCCC4)CC1	-1	2%	-26%	-2%	2	3%	-2%	0.0%	3%
Cc1cc(F)ccc1NC(=O)C(c1ccccc1)N1Cc2ccccc2C1=O (configuration not stated)	-2	3%	-14%	7%	3	-7%	-5%	3.4%	8%
O=C(NCc1ccco1)c1ccc(COc2ccc(Cl)cc2)cc1	0	-3%	-2%	10%	-5	-17%[57.1 µM]	-1%	0.8%	4%
CSc1nc2ccc(NC(=O)c3nn(C(C)C)c(=O)c4ccccc34)cc2s1	-3	0%	-1%	-7%	13&-12	-6%	11%	-1.8%	1%

Quoted from the listing:
`CC(C)CN(C(=O)c1cccc(S(=O)(=O)N2CCCCC2)c1)C1CCS(=O)(=O)C1` (configuration not stated) in Vif-APOBEC3F blk is entered as 0%&-2%
`O=C(NCc1ccco1)c1ccc(COc2ccc(Cl)cc2)cc1` in PI4K2A inh is entered as 0
